TWEAK Fn14 block: TWEAK-Fn14 signaling inhibition | TWEAK-stimulated Fn14 reporter cells, luciferase luminescence, 8 h | inhibition, % at 10 µM | 2% of 360,000 active | AID 1159606; in the data active means inhibition above about 50%
C8 TRAIL sens: sensitizes caspase-8 expressing cells to TRAIL; NB7+C8 cells + TRAIL, ATPlite viability luminescence; inhibition (viability loss, TRAIL sensitization), % at 10 µM; 1% of 360,000 active;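 active means compounds causing at least 50% loss of cell viability in the single-dose screen, relative to plate controls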
HIF-2a block: blocks HIF-2a reporter activity | 786-0 RCC cells HIF-2a reporter, luciferase luminescence, overnight | inhibition, % at 18.8 µM | 0.72% of 360,000 active;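 active means inhibition of the luminescence signal of 40% or more relative to plate controls, in a single-dose primary screen at 18.75 µM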
TROY NFkB inh: inhibitors of TROY-dependent NF-kB signaling; AID 1347056; 0.98% of 360,000 active; inhibition, % at 10 µM; Q293 LMP1-TROYcd NF-kB luciferase reporter, 4 h;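 active means compounds whose plate-normalised and pattern-corrected inhibition of the luciferase reporter signal at the single screening dose is 50% or more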
CF NFkB inh: cystic fibrosis NF-kB activation inhibition | inhibition, % at 5 µM | KKLEB NF-kB-GFP reporter, PAF-induced, GFP fluorescence overnight | 0.86% of 360,000 active | AID 588850;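 active means at least 50% inhibition at 5 µM, scaled per plate between neutral and stimulator controls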;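 further: PAF is a Pseudomonas aeruginosa culture filtrate used as stimulus; plate controls were PAF-stimulated DMSO wells for no effect and unstimulated DMSO wells for full effect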
KKLEB tox: CF airway cell cytotoxicity counter-screen. KKLEB CF airway cells viability, ATPlite luminescence, overnight; stronger effect = lower value; cells stimulated with P. aeruginosa culture filtrate. activity change (cytotoxicity), % at 5 µM. 0.36% of 360,000 active. AID 602141;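 active means corrected activity change at or below -50% at 5 µM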
Shn3 3UTR inh: inhibitors of Schnurri-3 3'UTR reporter in osteoblasts; Clone20 osteoblast Shn3 3'UTR firefly luciferase, 24 h; inhibition, % at 12.5 µM; 0.52% of 360,000 active;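 active means mean inhibition of at least 75% with every replicate also reaching 75%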;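 further: 0% = median of neutral control wells and 100% = pilot-screen positive control compound; some compounds past the cut are filed as inactive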
NR2E3 ag-1: NR2E3 (human) agonism; GST-NR2E3/biotin-RetCOR TR-FRET, 1536-well; inhibition of corepressor binding, % at 4.78 µM; 0.12% of 320,000 active; AID 2300;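 active means percent inhibition above the cutoff of mean plus 3 SD of all tested compounds, set per screening campaign, cut at about 20% in these data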;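 further: 0% = DMSO wells and 100% = biotin wells as full block of FRET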
Target sequence (Q9Y5X4 whole entry, looked up): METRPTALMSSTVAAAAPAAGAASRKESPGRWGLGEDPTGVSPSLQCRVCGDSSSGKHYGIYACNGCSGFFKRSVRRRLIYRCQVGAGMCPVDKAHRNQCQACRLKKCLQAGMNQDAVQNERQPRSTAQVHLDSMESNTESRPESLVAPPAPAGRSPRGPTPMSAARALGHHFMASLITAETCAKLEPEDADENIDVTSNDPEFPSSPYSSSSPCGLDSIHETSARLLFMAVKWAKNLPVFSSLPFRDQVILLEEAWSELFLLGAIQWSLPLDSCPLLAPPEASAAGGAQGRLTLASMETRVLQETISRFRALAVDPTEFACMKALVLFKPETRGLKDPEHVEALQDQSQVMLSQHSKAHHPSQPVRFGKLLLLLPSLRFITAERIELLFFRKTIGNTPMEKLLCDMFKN
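Test system – NR2E3–RetCOR corepressor complex · Quantity – NR2E3 fusion 1.35 nM · Buffer or medium – Tris pH 7.5 · Incubation – Compound–protein incubation for 5 h at 4 °C · Technique – TR-FRET, Eu(K)-anti-GST donor, streptavidin-D2 acceptor, ex 340, em 617/671 nm · Evaluation – percent inhibition of 671/617 nm emission ratio versus biotin and DMSO controls · Plate – 1536-well format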
NR2E3 ag-2: activates human NR2E3 receptor | Q9Y5X4 | CHO-S Gal4-NCOR/VP16-NR2E3 two-hybrid, luciferase | 0.35% of 360,000 active | AID 602229 | inhibition of corepressor binding, % at 3.98 µM;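 active means inhibition above the mean of all tested compounds plus 3 SD, cut at about 70% in these data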;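 further: 0% = DMSO with NR2E3 transfected cells and 100% = cells lacking NR2E3 construct; higher means lower luciferase signal from less NR2E3 corepressor binding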
TRPM1 prom inh: inhibitors of MITF-driven TRPM1 promoter in melanoma cells; SK-MEL-5 TRPM1 promoter luciferase, 24 h; inhibition, % at 12.5 µM; 0.83% of 330,000 active; AID 488899;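 active means mean inhibition across replicates of 60% or more, whatever share of single replicates reaches that level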; further: values of inactives mirror those of a sister screen read the other way
Peg3 promoter: Peg3 promoter activity inhibition. HeLa PEG-Prom luciferase reporter, luminescence, overnight. inhibition, % at 20 µM. 1.7% of 360,000 active. AID 588405;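 active means inhibition of at least 50% at 20 µM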
Active calls of the source: *; i = inactive; . = no result given.

Values in the order: TWEAK Fn14 block, C8 TRAIL sens, HIF-2a block, TROY NFkB inh, CF NFkB inh, KKLEB tox, Shn3 3UTR inh, NR2E3 ag-1, NR2E3 ag-2, TRPM1 prom inh, Peg3 promoter
COc1cc(NS(=O)(=O)c2ccc(NC(=O)CN3C(=O)c4ccccc4C3=O)cc2)ncn1
→ 38, -9, 8, 6, 5, 5, 4, 7, -15, 3, -1
COc1ccc(C(=O)N2CCCCC2C(=O)Nc2ccc(-n3nc(C)cc3C)cc2)o1 (stereo not drawn)
→ -31, 1, -4, -7, -4, 6, 12, -3, 6, 4, -2
O=C(C1CCN(S(=O)(=O)c2cccs2)CC1)N1CCCCCC1
→ -13, 4, -5, -14, -7, 0, 13, -6, 4, 1, -11
O=CNc1c(Br)cc2c(c1Br)Cc1cc(Br)ccc1-2
→ 1, 3, 10, 2, -15, 18, 12, ., -29, -2, 11
CCC(CC)NC(=O)COC(=O)c1cc(Br)ccc1Cl
→ -5, 6, 4, 18, 5, 3, -1, 0, -29, -13, 2
COc1cc(-c2cnc3c(NC=O)cc(-c4cccnc4)cn23)cc(OC)c1OC
→ -4, -15, -65, 11, 13, -26, 8, ., -24, ., 26
CC(=O)N(CCc1cccc(C)c1)Cc1cc2cc(C)ccc2[nH]c1=O
→ -6, -5, 16, 15, 3, 2, 5, 2, 15, -1, 12
CN1C(=O)/C(=C/c2ccc(C(F)(F)F)cc2)Sc2ccc(C(=O)N3CCN(c4ccccn4)CC3)cc21
→ 23, 38, 5, 19, 18, -26, 40, -2, -9, 5, 2
COc1ccccc1NS(=O)(=O)c1ccc(C(=O)NCC(c2ccc(F)cc2)N2CCOCC2)cc1 (stereo not drawn)
→ 2, 7, 6, -2, 2, -14, 0, ., 13, 7, 8
Cc1cccc(C)c1NC(=O)CSCCO
→ 1, -10, 18, -1, -5, -3, -4, 2, 1, -3, 2
Cc1cc(NC(=O)Nc2ccc(Cl)c(Cl)c2)n(-c2ccccc2)n1
→ -23, 9, 13, -10, 5, 0, -18, 0, -30, 8, 24
CCC(CO)Oc1cc(NCc2cccc(C)c2)c2ncn(C(C)C)c2c1 (stereo not drawn)
→ 9, 8, -3, -12, 1, 3, -20, ., 13, -1, 18
CCOc1cc(CNS(=O)(=O)c2ccc3c(c2)CC(=O)N3C)cc(OCC)c1OCC
→ -5, -10, 1, -2, -5, 17, 6, -2, 17, 9, 9
O=C(NC1CCC(NC(=O)C(F)(F)C(F)F)CC1)C(F)(F)C(F)F (stereo not drawn)
→ -3, 5, -6, 2, 1, -32, 4, 0, -19, -6, 17
COc1ccc(CNCC(O)(c2ccccc2)c2ccccc2)cc1
→ -37, -2, -4, 10, 0, -18, 19, 0, 6, -7, -11
O=C1CCCN1CCCNC(=S)Nc1ccccc1Cl
→ 7, -6, 10, -3, -2, 0, -21, 3, -17, -3, 2
CCCCCCn1c(Br)nc2c1c(=O)n(C)c(=O)n2C
→ -32, -1, 12, 16, -6, -1, 18, 2, -9, -3, 5
COc1ccccc1-n1c(CNC(=O)c2ccccc2)nnc1SCC(=O)Nc1nnc(C)s1
→ 7, -5, 7, -11, -35, 20, 6, 0, 9, 2, 4
O=C(Nc1ccc(-c2cscn2)cc1)C1CCCN(Cc2ccccc2)C1 (stereo not drawn)
→ -8, 26, -14, 2, 23, 1, 12, -1, -30, -7, -15
O=c1cc(-c2ccco2)oc2ccccc12
→ -4, -10, -121, -36, -5, -6, -35, ., -29, -31, -97
CCC(C)NS(=O)(=O)c1cccs1 (stereo not drawn)
→ -3, -5, 8, -8, 1, 10, 18, -1, -30, 2, 11
Cc1ccc(NC2CCCN(C(=O)CCC3(C)CC3)C2)cc1C (stereo not drawn)
→ -14, -11, -34, -37, 20, -2, -3, 0, -9, 30, 0
CCOC(=O)NC(=S)c1ccc[nH]1
→ -29, 10, -3, -12, -6, 1, 1, 2, 18, 6, 3
CC(C)N=c1scc(-c2ccco2)n1/N=C/c1ccc(O)c(O)c1
→ 22, 34, -172, -9, 2, -14, 94*, 2, -74, -23, -220
O=C(O)c1ccc(N2C(=O)c3cccnc3C2=O)cc1
→ -17, 3, 5, 15, 7, -4, -18, 2, -20, 2, -2
c1ccc(CC2CNc3ccccc3CN2)cc1 (stereo not drawn)
→ -10, -9, 10, -2, 3, -5, 1, -2, -13, 8, -4
CC1(OC(=O)C2CCCC2)C(=O)C=C2C=C(c3ccsc3)N(C3CCCCC3)C=C2C1=O (stereo not drawn)
→ -8, 8, 3, 2, 7, -6, -6, 0, 20, 9, 4
CC(C)Cn1c(N)c(C(=O)COC(=O)c2cnc(Cl)c(Cl)c2)c(=O)n(C)c1=O
→ 0, 14, 8, 41, 8, -16, -19, 2, 9, 23, 74*
Cc1ccc(Cl)cc1NC(=O)C(Cc1ccccc1)N1C(=O)C2C3CCC(C3)C2C1=O (stereo not drawn)
→ -15, 7, 13, 3, -23, 3, 21, 3, -5, -8, 26
CCS(=O)(=O)N1Cc2ccccc2CC1C(=O)Nc1cccc(S(=O)(=O)N(C)C)c1 (stereo not drawn)
→ -23, -2, -40, -4, -5, 2, -5, 1, -11, -6, -57
O=C(Nc1ccc2ccccc2c1)c1ccc(NS(=O)(=O)c2ccc(Br)s2)cc1
→ 12, 6, -110, -9, -24, 10, -50, -1, 14, -22, -122
CCN(C(=O)COC(=O)c1cc(OC)ccc1Br)C1CCS(=O)(=O)C1 (stereo not drawn)
→ -16, -14, 16, 1, -20, 7, 4, ., 7, 2, 17
COc1cc(OC)c(C2C(C(=O)Nc3ccccc3)=C(C)Nc3ncnn32)cc1OC (stereo not drawn)
→ -1, -6, 16, 6, -7, -4, -1, 2, 0, 6, 11
CCOc1ccc2[nH]c(C)c(CN3CCCCC3)c(=O)c2c1
→ -5, -12, 20, 17, -5, 2, 21, 1, 9, 2, 8
O=C(COc1ccccc1)N=C1SC2CS(=O)(=O)CC2N1c1ccccc1 (stereo not drawn)
→ 18, -8, 15, -14, -2, -6, -11, -2, -7, -8, -3
COc1ccc(N2CC(C(=O)N3CCN(Cc4ccc5c(c4)OCO5)CC3)CC2=O)cc1 (stereo not drawn)
→ 11, -5, 10, 1, -1, 5, 11, 5, -23, 3, -3
CCCCN1CCCCC1(C)C(=O)NCc1ccc2c(c1)OCO2 (stereo not drawn)
→ -5, 12, 7, 8, 7, 7, -10, ., 22, ., -5
O=C(C1=C(O)C(=O)N(Cc2ccccc2)C1c1ccco1)c1ccco1 (stereo not drawn)
→ 0, 7, 11, -4, 3, -4, -10, 13, -11, 12, 13
CCC(CO)Oc1cc(NC(=O)c2ccccc2)c2ncn(C(C)C)c2c1 (stereo not drawn)
→ 11, -11, -2, 4, -8, 20, -8, 0, -24, 5, 17
Nc1cc([N+](=O)[O-])ccc1Nc1ccccc1
→ 6, 4, -21, -7, -9, -4, 47, -8, 10, -4, -21
Cc1cc(OCc2nc(-c3cccs3)no2)cc(C)c1Cl
→ -11, 9, -169, -39, -17, 16, -15, 5, -51, -36, -156
CCN(CC)C(=O)C1CCN(Cc2ccc(Br)cc2)CC1
→ 12, 7, 14, 16, 2, 1, -7, -3, -4, 2, 11
Cc1ccc(S(=O)(=O)c2ccc([N+](=O)[O-])cn2)cc1
→ 68*, 3, 83*, 59*, 96*, -72*, 95*, 0, -1, 91*, 107*
CN(C)S(=O)(=O)c1cccc(COC(=O)CNC(=O)c2ccc(Br)o2)c1
→ -7, -2, -11, -13, 5, 9, 9, ., -7, -6, -11
Cc1ccc2[nH]c(=O)c3cc(C(=O)N(CCCOC(C)C)Cc4ccco4)sc3c2c1
→ 16, 15, -61, 9, 37, -29, 15, 0, -71, 0, 13
COc1ccccc1/C=C/CN1CCN(c2ccccc2)CC1
→ -14, 6, 19, 2, -6, 0, 25, 3, -20, 3, -1
O=c1[nH]c(=O)n(CCO)c2nnn(Cc3ccccc3)c12
→ 1, -13, 12, 4, -6, 0, 11, 1, -12, -5, 2
Cc1ccc(SCC(=O)Nc2cccc(NC(=O)c3ccco3)c2)cc1
→ -9, 12, -41, 27, -5, 6, 17, -4, -6, 6, -86
O=C(NCc1ccc(F)cc1)C1CCN(S(=O)(=O)c2ccc(N3CCCC3=O)cc2)CC1
→ -11, 7, 4, 4, -14, 11, 8, ., -5, ., 15
CCOC(=O)C1C(=O)C=C(c2cccs2)CC1c1ccccc1 (stereo not drawn)
→ 11, -19, -11, -2, 11, -3, 6, 0, -22, 10, 4
Brc1ccc(-c2csc(N/N=C/c3ccco3)n2)cc1
→ -1, 6, -246, -41, -24, -11, -32, -1, -33, -57, -200
CCOc1cc(/C=N/Nc2ncc(C)c(=O)[nH]2)ccc1O
→ -4, -8, 9, -11, 5, -2, -5, 0, -21, i, -4
CN(C)CC(O)COC(c1ccc(Cl)cc1)c1ccc(Cl)cc1 (stereo not drawn)
→ -12, 2, 2, -2, 7, 1, 15, -2, -5, 16, 27

Screens as filed in PubChem.

These rows are one share of the data; rates above refer to the full screens.
